CHRM5 antagonist: blocks acetylcholine activation of human M5 receptor | CHO-hM5 cells, Fluo-8 calcium fluorescence, ACh EC80 | inhibition, % at 3 µM | 360,000 compounds, 0.59% hits;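 active means inhibition above a per-plate cutoff, the mean of that plate's test compounds plus 3 SD, cut at about 27% in these data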;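 further: 0% = acetylcholine EC80 with DMSO and 100% = DMSO without agonist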
Target sequence (P08912 whole entry, looked up): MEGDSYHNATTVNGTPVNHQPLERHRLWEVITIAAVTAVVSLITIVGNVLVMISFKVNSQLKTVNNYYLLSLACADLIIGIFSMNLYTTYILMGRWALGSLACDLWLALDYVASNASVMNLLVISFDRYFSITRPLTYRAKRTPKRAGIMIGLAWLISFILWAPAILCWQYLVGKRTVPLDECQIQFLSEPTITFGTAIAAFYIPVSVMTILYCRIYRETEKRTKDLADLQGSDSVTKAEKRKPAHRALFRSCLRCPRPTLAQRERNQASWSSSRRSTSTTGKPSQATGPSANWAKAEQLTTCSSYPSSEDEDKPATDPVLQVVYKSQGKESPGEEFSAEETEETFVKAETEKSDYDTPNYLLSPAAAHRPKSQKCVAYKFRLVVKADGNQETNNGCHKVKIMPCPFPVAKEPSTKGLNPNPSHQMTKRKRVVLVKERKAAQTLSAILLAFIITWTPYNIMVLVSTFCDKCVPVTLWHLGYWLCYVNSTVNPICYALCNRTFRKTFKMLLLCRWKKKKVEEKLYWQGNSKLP
CHRM1 antagonist: human CHRM1 antagonism | P11229 | inhibition, % at 3 µM | CHO-K1 hM1, Fluo-8 calcium fluorescence, ACh EC80 antagonist | 360,000 compounds, 1.3% hits;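 active means percent inhibition above its own plate's cutoff, namely the mean of that plate's compound wells plus 3 SD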;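 further: peak over basal fluorescence ratio during 140 s after agonist addition; 0% = ACh EC80 plus DMSO and 100% = DMSO alone without agonist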
M1 PAM: human CHRM1 positive allosteric modulation; P11229; CHO-K1 hM1, Fluo-8 calcium fluorescence, ACh EC20; 0% = ACh EC20, 100% = maximal ACh; activation, % at 3 µM; 360,000 compounds, 0.088% hits; AID 588819; in the data active means activation above about 19%, passing the limit was not always enough
CHRM4 agonist: agonists of human muscarinic M4 receptor (CHRM4); P08173; CHO-K1 hM4/Gqi5, Fluo-8 calcium fluorescence; vehicle 0%, full acetylcholine response 100%; activation, % at 3 µM; 360,000 compounds, 0.14% hits; AID 624127;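 active means activation above the run mean over all test wells plus 3 SD, cut at about 32% in these data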;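 further: peak over basal fluorescence ratio per well then scaled between controls; 0% = DMSO wells and 100% = acetylcholine at EC100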
Target sequence (P08173 whole entry, looked up): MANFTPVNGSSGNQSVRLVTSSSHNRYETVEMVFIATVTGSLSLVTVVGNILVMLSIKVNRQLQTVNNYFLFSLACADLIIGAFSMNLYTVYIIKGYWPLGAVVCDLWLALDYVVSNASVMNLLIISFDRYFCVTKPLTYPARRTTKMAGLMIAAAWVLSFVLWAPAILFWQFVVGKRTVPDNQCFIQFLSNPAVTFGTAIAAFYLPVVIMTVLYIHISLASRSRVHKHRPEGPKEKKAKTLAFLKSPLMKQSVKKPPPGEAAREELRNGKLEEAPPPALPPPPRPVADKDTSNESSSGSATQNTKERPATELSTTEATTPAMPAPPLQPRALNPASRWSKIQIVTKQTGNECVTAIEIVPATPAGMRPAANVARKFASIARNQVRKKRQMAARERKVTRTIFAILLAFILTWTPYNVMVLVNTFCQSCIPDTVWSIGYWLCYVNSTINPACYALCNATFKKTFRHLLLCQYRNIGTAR
CHRM5 agonist: CHRM5 agonism in calcium assay | P08912 | CHO-K1 hM5 cells, Fluo-8 calcium fluorescence; 0% DMSO wells, 100% maximal acetylcholine response | activation, % at 3 µM | 360,000 compounds, 0.19% hits;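 active means activation above the run's mean over test compounds plus 3 SD, cut at about 23% in these data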;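 further: signal is peak over basal fluorescence ratio across the kinetic read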
CHRM4 PAM: potentiates acetylcholine response at human M4 receptor; P08173; CHO-K1 hM4/Gqi5, Fluo-8 calcium fluorescence, ACh EC20; 0% = ACh EC20, 100% = maximal ACh; activation, % at 3 µM; 360,000 compounds, 0.4% hits; AID 624126;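 active means activation above its plate's cutoff, the mean activation of sample wells plus 3 SD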; further: some results filed as inactive read as strong as hits
CRFBP-R2 agonist: CRF-BP/CRF-R2 complex agonism | activation, % at 13.2 µM | HEK293 CRF-R2/CRF-BP, calcium dye fluorescence (FLIPR); percent of saturating CRF peptide response | 350,000 compounds, 0.46% hits;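 active means activation of at least 50%, plus an integration ratio under a set limit after plate pattern correction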;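 further: plate controls were neutral control wells without compound for no effect and CRF at EC100 for full effect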
CHRM4 antagonist: antagonists of human muscarinic M4 receptor (CHRM4); P08173; CHO-hM4 cells, ACh EC80, Fluo-8 calcium fluorescence; inhibition, % at 3 µM; 360,000 compounds, 0.73% hits; AID 624125;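 active means inhibition above its plate's cutoff, the mean inhibition of sample wells plus 3 SD, cut at about 27% in these data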;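 further: 0% = acetylcholine EC80 with DMSO and 100% = DMSO without agonist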
M5 PAM: CHRM5 positive allosteric modulation; P08912; CHO-K1 hM5, Fluo-8 calcium, ACh EC20 PAM; 0% = ACh EC20, 100% = ACh EC100; activation, % at 3 µM; 360,000 compounds, 0.3% hits; AID 624038;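 active means activation above the run cutoff, the mean activation of all test compounds plus 3 SD, cut at about 18% in these data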
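System: CHO-K1 hM5 cells. Reagent: acetylcholine, EC20 level. Compound dosing: single dose, 3 µM nominal final test concentration. Timing: Post-acetylcholine fluorescence recording 140 s. Detection: Fluo-8 calcium fluorescence. Read-out: % activation, ACh-normalized. Benchmarks: ACh EC20 and EC100 wells. Repeats: singlicate, one well per test compound.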
An asterisk follows results filed as active; / = no result given.

SMILES	CHRM5 antagonist	CHRM1 antagonist	M1 PAM	CHRM4 agonist	CHRM5 agonist	CHRM4 PAM	CRFBP-R2 agonist	CHRM4 antagonist	M5 PAM
Cc1onc(-c2ccccc2Cl)c1C(=O)N(C)Cc1ccccc1	0	-15	3	2	-3	4	0.7	-7	1
COCC1CCCN(C(=O)c2ccc3nc(Cc4cccc(Cl)c4)oc3c2)C1 (centres undefined)	0	-9	1	7	3	3	0.3	-4	-5
CCCCN(CC)c1nc(-c2ccncc2)nc2ccccc12	15	10	-4	7	-3	-12	-2.0	-2	-16
O=C(c1ccco1)N1CCN(Cc2nc3ccccc3[nH]2)CC1	10	-1	0	0	-2	10	1.0	0	0
COC(=O)c1cc(NC(=O)Cc2ccc(OC)c(OC)c2)cc(C(=O)OC)c1	-8	-11	5	0	-4	-6	-1.4	6	-7
COC(=O)c1cc2sc(Cl)cc2n1CC(=O)Nc1cccc(SC)c1	9	-8	6	1	1	8	1.0	-5	-1
COCCn1nnnc1C(c1ccccc1OC)N1CCN(c2ccccc2)CC1 (centres undefined)	0	2	2	2	-1	-3	-0.8	-15	-3
CN(CC(=O)Nc1ccc2c(c1)OCCO2)Cc1nc2ccccc2c(=O)[nH]1	0	-12	8	1	1	-2	-1.6	-8	0
CC(=O)Nc1ccc(S(=O)(=O)N2CCN(c3ccc([N+](=O)[O-])cc3)CC2)cc1	7	7	-8	11	12	-9	-1.4	13	-7
CC(C)c1ccc(/C=N/n2cnnc2)cc1	-5	-4	4	1	1	8	-1.0	2	8
Cc1ccc(-c2cnc(C(O)c3ccc(Cl)c(Cl)c3)[nH]2)cc1 (centres undefined)	4	-3	4	4	0	-1	/	-11	-3
CCN1CCN(C(=O)c2cc(S(=O)(=O)N3CCCCC3)ccc2Cl)CC1	13	-3	9	1	-4	3	-0.5	-4	-1
COc1ccc(/C=C(/C(=O)N2CCCCC2C(=O)O)c2ccc(OC)c(OC)c2)cc1 (centres undefined)	-7	-9	21	1	8	15	-1.3	-12	14
CCOC(=O)C1(CCCc2ccccc2)CCN(Cc2cn(CC)nc2C)CC1	16	3	-5	7	-10	-16	3.6	5	-20
COc1ccc(NC(C)=O)cc1NC(=O)CN1CCN(CC(=O)Nc2ccc(Cl)cc2)CC1	1	-46	11	1	0	7	-1.4	-3	-2
Oc1c(Br)cc(Br)cc1/C=N/Nc1ccc(Cl)nn1	-1	-9	4	-1	0	6	3.9	-7	0
Cc1onc(-c2c(Cl)cccc2Cl)c1C(=O)Nc1ccc(N2CCOCC2)cc1	0	-10	5	5	3	6	-0.1	-12	-5
CCNCC(=O)N1c2ccccc2CCc2ccc(NC(=O)OC(C)C)cc21	2	-18	9	2	-18	3	0.0	-4	1
O=C1CC(c2ccc3c(c2)OCCO3)Oc2ccccc21 (centres undefined)	2	-7	7	10	-5	-1	-1.0	-5	0
CCOc1ccc(C2C(C#N)=C(N)SC(N)=C2C#N)cc1OCC	4	0	3	6	5	1	7.3	5	-3
Nc1nc(SCC(=O)NCC2CCCO2)n[nH]1 (centres undefined)	5	-30	6	1	-1	1	0.9	1	-2
CS(=O)(=O)Oc1ccc(Br)c2cccnc12	6	9	-3	-1	-3	-3	-1.7	2	-5
COc1cc(CNCCO)cc(Cl)c1OCc1ccc(Cl)cc1Cl	4	-1	11	17	2	8	35	17	9
CCOC(=O)c1c(-c2cccs2)csc1NC(=O)COC(=O)c1c(C)noc1C	6	-7	-5	-1	-3	1	8.8	-5	-7
COc1cc(OC)c(OC)cc1CNCc1ccc2c(c1)OCO2	9	-4	1	0	2	-7	0.0	12	-5

(next part)
SMILES	CHRM5 antagonist	CHRM1 antagonist	M1 PAM	CHRM4 agonist	CHRM5 agonist	CHRM4 PAM	CRFBP-R2 agonist	CHRM4 antagonist	M5 PAM
CCC(=O)Nc1ccc(S(=O)(=O)N2CCN(c3ccc(F)cc3)CC2)cc1	7	10	2	2	3	-6	-0.2	0	-6
Cc1ccc(S(=O)(=O)Cc2ccc(C(=O)NCc3ccc4c(c3)OCO4)o2)cc1	-1	-2	-1	7	2	-6	-0.5	-5	-11
O=C(CCCc1nc2ccccc2s1)NCc1ccccc1F	-2	-11	7	3	-4	4	-0.2	-9	-2
CN(C)c1nc(Nc2ccc(Cl)c(Cl)c2)nc(N(C)C)n1	9	12	-7	-1	-3	-6	-1.4	10	-3
C[C@@H](CN=[N+]=[N-])CN1CC[C@H](O)CCC1=O	1	-2	9	0	2	10	-1.6	-1	9
CCOc1ccc(Nc2cc(Nc3ccccc3OCC)nc(C=C(C#N)C#N)n2)cc1	0	4	2	1	-1	0	2.0	2	6
CCOC(=O)C(CC)Sc1nnc2c3cc(C)ccc3n(C)c2n1 (centres undefined)	6	11	-7	4	-3	-3	0.0	-10	-7
CCOC(=O)c1cnc(Nc2nc3ccccc3o2)nc1CSC(=S)N(CC)CC	4	10	-7	2	-4	0	-1.6	-4	-2
COC(=O)c1c(NS(=O)(=O)Cc2ccccc2)sc2c1CCCC2	-9	-12	2	-3	2	8	-0.7	-17	3
O=C(COc1cccc2cccnc12)N/N=C/c1ccc(O)cc1	11	-9	10	4	-4	1	3.3	8	-6
O=C(O)c1sccc1OCc1ccccc1	0	-4	11	1	-1	7	-0.6	-1	4
C[C@H](CO)N1C[C@H](C)[C@@H](CN(C)Cc2ccc(Oc3ccccc3)cc2)Oc2c(NS(=O)(=O)c3cn(C)cn3)cccc2C1=O	0	-6	17	0	6	11	-0.4	-2	3
c1ccc(Nc2nc(-c3ccncc3)nc3ccccc23)cc1	1	16	-6	0	0	0	4.6	0	-4
COc1cc(CNc2ccc3c(c2)OCCO3)ccc1OCC(N)=O	8	-12	9	2	7	4	0.5	-9	-11
COc1ccccc1NC(=O)CSc1c2c(nc3ccccc13)CCC2	8	12	-18	6	-5	-16	-2.4	2	-9
COCCCN1CC(=O)N2C(c3cccc(C)c3)c3[nH]c4ccccc4c3C[C@H]2C1=O (some centres undefined)	3	-17	13	9	4	-1	9.0	-11	-1
CCOC(=O)c1cccc(NC(=O)CN2CCN(c3ccc(OC)cc3)CC2)c1	-13	-13	19	-3	1	2	-2.2	15	5
Nc1cc(C(=O)O)c(N)c2c1C(=O)c1ccccc1C2=O	-7	-13	19	1	8	13	2.7	8	8
CNC(=O)NC(=O)COC(=O)c1n[nH]c2ccccc12	1	-10	7	1	-1	10	-0.6	3	7
CCOC(=O)CSC1=C(C#N)C(c2ccccc2Cl)C(C(=O)OC)C(=O)N1 (centres undefined)	2	0	-4	0	-5	-7	-3.9	9	-8
C=CC[C@H](CC(=O)NCCO)C(=O)NC[C@@H](OC(=O)[C@@H](CC=C)Cc1ccc(F)cc1)c1ccccc1	4	3	4	11	1	2	1.8	2	-7
COc1ccc(CNC(=O)Nc2cccc(C)c2)cc1	0	-10	5	1	-8	7	-0.5	-6	-6
CC(C)(C)NC(=O)NC(=O)COC(=O)CNC(=O)C1CCCCC1	6	0	4	1	3	14	0.3	-2	2
COC(=O)c1ccccc1Sc1ncnc2onc(C)c12	-7	-12	4	1	-2	4	0.1	-3	2
Cn1c(=O)c2c(nc(NCC(O)CO)n2CCc2ccccc2)n(C)c1=O (centres undefined)	-8	-20	6	1	-2	11	0.7	3	8

Other structures
SMILES	CHRM5 antagonist	CHRM1 antagonist	M1 PAM	CHRM4 agonist	CHRM5 agonist	CHRM4 PAM	CRFBP-R2 agonist	CHRM4 antagonist	M5 PAM
Cc1cccc2cc(CN(Cc3ccc(F)cc3)Cc3nnnn3C3CCCC3)c(=O)[nH]c12	2	-12	1	1	1	4	0.3	-5	-3
C=CCn1c(CSc2nc3ccccc3s2)nnc1SCC(=O)NCc1ccccc1	9	-14	-2	5	-1	3	-2.7	2	-2
CCOC(=O)c1[nH]c2ccc(OC)cc2c1N=CN(C)C	3	-2	2	9	-7	-6	2.0	2	9
O=C(NC1CCCCC1)C(c1cccnc1)N(C(=O)CCl)c1ccccc1Cl (centres undefined)	0	-11	10	1	-2	-8	-0.1	-8	-3
COc1ccc(C(=O)Nc2cccc(S(=O)(=O)N(C)C)c2)cc1S(=O)(=O)N1CCOCC1	-6	-8	-6	4	-2	10	-0.1	-18	1
CCC(C)(C(=O)NC1CCCCC1)N(Cc1ccco1)C(=O)CNC(=O)c1ccccc1 (centres undefined)	0	-4	2	0	-1	-2	-2.4	2	-5
O=C(c1ccc2ccccc2c1)N1CCN(Cc2ccccc2)CC1	-8	-14	7	5	-4	-1	0.2	-4	0
CC(C)(C)NC(=O)C(Cc1ccccc1)NS(=O)(=O)c1cccc2nsnc12 (centres undefined)	-7	-10	9	1	3	10	-2.2	-12	10
COc1ccc(-n2nc(C(=O)NCC(=O)NC(C)C)c3ccccc3c2=O)c(OC)c1	11	0	4	1	-2	2	-0.5	-1	-4
Cn1nnnc1SCC(=O)NNC(=O)c1ccc(F)cc1	9	23	-8	0	-3	-1	0.4	2	-1
CCOC(=O)CN1C(=O)C(Sc2n[nH]c(-c3ccc(C)cc3)n2)CCc2ccccc21 (centres undefined)	15	2	-2	0	-1	-3	0.7	3	-8

Record cards (already shown). Screens in order: CHRM5 antagonist	CHRM1 antagonist	M1 PAM	CHRM4 agonist	CHRM5 agonist	CHRM4 PAM	CRFBP-R2 agonist	CHRM4 antagonist	M5 PAM
Cn1nnnc1SCC(=O)NNC(=O)c1ccc(F)cc1 across the screens: 9	23	-8	0	-3	-1	0.4	2	-1
CC(C)(C)NC(=O)C(Cc1ccccc1)NS(=O)(=O)c1cccc2nsnc12 (centres undefined) across the screens: -7	-10	9	1	3	10	-2.2	-12	10

Gathered by group, the compounds so far containing fluorine (5)
SMILES	CHRM5 antagonist	CHRM1 antagonist	M1 PAM	CHRM4 agonist	CHRM5 agonist	CHRM4 PAM	CRFBP-R2 agonist	CHRM4 antagonist	M5 PAM
CCC(=O)Nc1ccc(S(=O)(=O)N2CCN(c3ccc(F)cc3)CC2)cc1	7	10	2	2	3	-6	-0.2	0	-6
O=C(CCCc1nc2ccccc2s1)NCc1ccccc1F	-2	-11	7	3	-4	4	-0.2	-9	-2
C=CC[C@H](CC(=O)NCCO)C(=O)NC[C@@H](OC(=O)[C@@H](CC=C)Cc1ccc(F)cc1)c1ccccc1	4	3	4	11	1	2	1.8	2	-7
Cc1cccc2cc(CN(Cc3ccc(F)cc3)Cc3nnnn3C3CCCC3)c(=O)[nH]c12	2	-12	1	1	1	4	0.3	-5	-3
Cn1nnnc1SCC(=O)NNC(=O)c1ccc(F)cc1	9	23	-8	0	-3	-1	0.4	2	-1

Compounds were not picked by outcome (roughly 2.8% active in at least one column).
